Compound activity as filed in PubChem.
EPAC2 agonist = qHTS for Agonist of cAMP-regulated guanine nucleotide exchange factor 4 (EPAC2): primary screen. EPAC2 activation, biochemical qHTS; response scale: 100% = 6.5 mM cAMP response. Potency, µM (series often up to 154 µM), without a hit: at the top dose activation, hits mostly activators. 0.079% of 360,000 active; note: nearly all actives have a fitted effect of over 50% in size
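Exchange assay: 100 nM EPAC2 with 250 nM Rap1B-BODIPY-GDP and 50 uM GDP. Fluorescence (ex 480/em 540 nm) read every 5 min for 30 min at room temperature. Data normalized to 6.5 mM cAMP as agonist control.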
EPAC1 ag = qHTS for Agonist of cAMP-regulated guanine nucleotide exchange factor 3 (EPAC1): primary screen | Rap guanine nucleotide exchange factor 3 (Homo sapiens), O95398 | EPAC1 agonist qHTS, biochemical assay; response scale: 100% = response to 6.5 mM cAMP | Potency, µM (series often up to 154 µM), for inactives: at the highest dose activation, most hits filed as activators | 0.073% of 360,000 active | AID 720707, 2013; note: nearly all actives have a fitted effect of over 60% in size
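Fluorescent GDP-exchange assay: 100 nM EPAC1 with 250 nM Rap1B preloaded with BODIPY-GDP and 50 uM GDP; compounds tested as concentration series, 5 min at room temperature, then read every 5 min for 30 min (ex 480/em 540 nm); normalized to 6.5 mM cAMP.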
PTHR1 ag = qHTS for PTHR1 Agonists: Primary Screen; AID 743266, 2014; Parathyroid hormone/parathyroid hormone-related peptide receptor (Homo sapiens), Q03431; HEK293 GP2 PTHR1 cells, GloSensor cAMP luminescence, 1 h; Potency, µM (highest dose often 115 µM), without a hit: at the top dose activation, most hits filed as activators; 0.075% of 410,000 active; note: nearly all actives have a fitted effect of over 55% in size; some results filed as inactive show a strong effect at the top dose; inactives centre near -15; many of its hits are not listed in these tables
Target sequence (Q03431 whole entry, looked up): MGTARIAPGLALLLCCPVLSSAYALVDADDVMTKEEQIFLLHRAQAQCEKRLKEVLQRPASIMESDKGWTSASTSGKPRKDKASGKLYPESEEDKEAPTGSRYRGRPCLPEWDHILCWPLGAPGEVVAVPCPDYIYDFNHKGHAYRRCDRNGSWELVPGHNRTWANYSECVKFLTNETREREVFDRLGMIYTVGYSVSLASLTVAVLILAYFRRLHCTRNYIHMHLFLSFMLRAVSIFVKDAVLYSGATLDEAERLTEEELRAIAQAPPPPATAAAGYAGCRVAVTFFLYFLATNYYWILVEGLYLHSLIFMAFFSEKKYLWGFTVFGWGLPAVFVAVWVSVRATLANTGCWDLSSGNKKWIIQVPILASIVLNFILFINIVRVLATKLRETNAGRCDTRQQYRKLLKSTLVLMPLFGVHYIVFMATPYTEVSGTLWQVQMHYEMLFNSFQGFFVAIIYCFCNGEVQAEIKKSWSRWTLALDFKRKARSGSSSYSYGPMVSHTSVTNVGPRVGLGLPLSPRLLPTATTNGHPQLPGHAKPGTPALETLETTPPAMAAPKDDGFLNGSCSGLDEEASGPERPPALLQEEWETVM
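HEK-293-derived GP2 cells expressing PTHR1 and a GloSensor cAMP reporter, 3,000/well, plated overnight, given luciferin plus IBMX (each 0.5 mM as added) for 1 h at 37 °C, then compound for 1 h at 37 °C. Luminescence was read after 15 min at room temperature.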
EPAC2 antagonist = qHTS for Antagonist of cAMP-regulated guanine nucleotide exchange factor 2 (EPAC2): primary screen | Rap guanine nucleotide exchange factor 4 (Homo sapiens), Q8WZA2 | 0.18% of 360,000 active | AID 720708, 2013 | Potency, µM (highest dose often 114 µM), for the others: at the top dose activity, negative = inhibition, hits mostly inhibitors | EPAC2 GEF exchange of Rap1B-BODIPY-GDP, fluorescence; note: % is set by controls: 0 for no effect and ±100 for the full control effect; nearly all actives have a fitted effect of over 45% in size; many of its hits are not listed in these tables
TDP-43 yeast inh = qHTS of TDP-43 Inhibitors. TDP-43 expressing yeast growth rescue, BacTiter-Glo, 24 h. Potency, µM (highest dose often 46.1 µM), without a hit: at the highest dose growth rescue (activation), most hits filed as activators. 1.8% of 410,000 active; note: % of control where 0% means no effect; nearly all actives have a fitted effect of over 50% in size
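Cell-based yeast growth screen: TDP-43 expression induced in galactose, inoculum OD600=0.02 after raffinose pregrowth to mid-log. Read-out BacTiter-Glo luminescence at 24 hr, 30 deg C; inhibition of toxicity seen as signal increase.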
FUS suppressor = qHTS for Suppressors of FUS Proteinopathy: Primary screen using FUS-linked yeast assay; S. cerevisiae FUS-expressing, growth rescue, OD600, 24 h; Potency, µM (titrated, usually from 76.6 µM), for inactives: at the highest dose growth rescue (activation), usual class: activators; 0.24% of 390,000 active; AID 1347120, 2019;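 note: plate controls were DMSO vehicle for no effect and reference control for full effect; nearly all actives have a fitted effect of over 55% in size; some results filed as inactive show a strong effect at the top dose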
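FUS-expressing yeast, raffinose-pregrown, induced in 2% galactose minimal medium at OD 0.005; compounds in a dilution series, 24hr at 30C. Growth restoration read as absorbance at 600 nm. CP55940 positive control, DMSO negative.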
EPAC1 antag = qHTS for Antagonist of cAMP-regulated guanine nucleotide exchange factor 3 (EPAC1): primary screen | 0.14% of 360,000 active | AID 720709, 2013 | Rap guanine nucleotide exchange factor 3 (Homo sapiens), O95398 | Potency, µM (titrated, usually from 115 µM), without a hit: top-dose activity change, negative = inhibition, actives largely listed as inhibitors | EPAC1 GEF assay, Rap1b-BODIPY-GDP exchange fluorescence;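 note: plate controls were vehicle for no effect and positive control for full effect; nearly all actives have a fitted effect of over 50% in size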
aSyn rescue = qHTS of alpha-syn Inhibitors. Yeast expressing alpha-synuclein, growth rescue, BacTiter-Glo, 24 h. Potency, µM (highest dose often 46.1 µM), without a hit: at the top dose growth rescue (activation), actives largely listed as activators. 0.14% of 370,000 active; note: % of control where 0% means no effect; nearly all actives have a fitted effect of over 65% in size
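Rescue of yeast growth: cells expressing toxic alpha-synuclein, induced in galactose at OD600 0.02, incubated with compound 24 h at 30 C. ATP luminescence quantified growth; inhibitors of toxicity appear as activators.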
* marks the source's active call; other numbers are inactive results; & = joins results of further samples; [ ] = another dose, or the depositor's remark. Calls come from the whole dose curve; as a rule, active = well fitted curve in the direction sought with a large enough effect; inconclusive = small, poorly fitted or top-dose-only effect, or another doubt; inactive = no such curve, though single readings can be large; an effect the other way counts as inactive or inconclusive. Potency is the fitted concentration of half-maximal effect.

Results for CC1CCN(C(=O)C2CCN(S(=O)(=O)c3cnc[nH]3)CC2)CC1 ?
EPAC2 agonist: -4%; EPAC1 ag: -6%; PTHR1 ag: -5%; EPAC2 antagonist: 7%; TDP-43 yeast inh: -1%; FUS suppressor: 19%; EPAC1 antag: -20%; aSyn rescue: -6%

What do the screens show for `Cn1cc(Br)c(C(=O)NNC(=O)c2cccc(Br)c2)n1`?
EPAC2 agonist: 6%; EPAC1 ag: -5%; PTHR1 ag: inactive; EPAC2 antagonist: 15%; TDP-43 yeast inh: 1%; EPAC1 antag: 12%; aSyn rescue: -9%

How did O=S(=O)(N/N=C/c1cccnc1)c1ccc(Cl)c(Cl)c1 do in these assays?
EPAC2 agonist: 8%; EPAC1 ag: 12%; PTHR1 ag: -20%; EPAC2 antagonist: -15%; TDP-43 yeast inh: -2%; FUS suppressor: 5%; EPAC1 antag: inconclusive; aSyn rescue: -9%

What do the screens show for `CN1CCN(c2ncnc3c2ncn3[C@H]2CN(Cc3ccc(F)cc3)C[C@@H](CO)O2)CC1`?
EPAC2 agonist: 10%; EPAC1 ag: -4%; PTHR1 ag: inactive; EPAC2 antagonist: 9%; TDP-43 yeast inh: 12%; FUS suppressor: -2%; EPAC1 antag: -2%; aSyn rescue: -8%

What do the screens show for `CCCOc1ccc(C(=O)C(CCC(CNCC)C(=O)c2ccc(OCCC)cc2)CNCC)cc1` (configuration not stated)?
EPAC2 agonist: 2%; EPAC1 ag: -4%; PTHR1 ag: -19%; EPAC2 antagonist: 6%; TDP-43 yeast inh: -21%; FUS suppressor: 22%; EPAC1 antag: -6%; aSyn rescue: -11%

Results for COC(=O)C(NC(=O)CCC(=O)N[C@@H](C(=O)OC)c1ccccc1)c1ccccc1 (some centres not stated) ?
EPAC2 agonist: 1%; EPAC1 ag: 9%; PTHR1 ag: -5%; EPAC2 antagonist: 10%; TDP-43 yeast inh: 10%; FUS suppressor: -19%; EPAC1 antag: -3%; aSyn rescue: 0%

How did CCC(C)NC(=O)CO/N=C/c1ccc(C(=O)OC)cc1 (configuration not stated) do in these assays?
EPAC2 agonist: -4%; EPAC1 ag: -2%; PTHR1 ag: -9%; EPAC2 antagonist: 7%; TDP-43 yeast inh: 7%; FUS suppressor: 11%; EPAC1 antag: 10%; aSyn rescue: 0%

How did CCOC(=O)CCC(=O)NCc1ccc2[nH]c(C)cc2c1 do in these assays?
EPAC2 agonist: -2%; EPAC1 ag: 6%; PTHR1 ag: inconclusive; EPAC2 antagonist: -7%; TDP-43 yeast inh: -11%; FUS suppressor: 27%; EPAC1 antag: -12%; aSyn rescue: 0%

How did O=C(O)c1ccc(NS(=O)(=O)c2ccc(N3CCCC3)c([N+](=O)[O-])c2)cc1 do in these assays?
EPAC2 agonist: 6%; EPAC1 ag: 3%; PTHR1 ag: inactive; EPAC2 antagonist: -6%; TDP-43 yeast inh: 13%; FUS suppressor: -17%; EPAC1 antag: -9%; aSyn rescue: -1%

How did COc1ccc(S(=O)(=O)NCC2CCCN(C(=O)C3CCCC3)C2)cc1 (configuration not stated) do in these assays?
EPAC2 agonist: 13%; EPAC1 ag: 5%; PTHR1 ag: -9%; EPAC2 antagonist: 3%; TDP-43 yeast inh: -3%; FUS suppressor: -19%; EPAC1 antag: -17%; aSyn rescue: 0%

3 compounds drawn at random from the list so far:
Results for CC1CCN(C(=O)C2CCN(S(=O)(=O)c3cnc[nH]3)CC2)CC1 ?
EPAC2 agonist: -4%; EPAC1 ag: -6%; PTHR1 ag: -5%; EPAC2 antagonist: 7%; TDP-43 yeast inh: -1%; FUS suppressor: 19%; EPAC1 antag: -20%; aSyn rescue: -6%

What do the screens show for `CN1CCN(c2ncnc3c2ncn3[C@H]2CN(Cc3ccc(F)cc3)C[C@@H](CO)O2)CC1`?
EPAC2 agonist: 10%; EPAC1 ag: -4%; PTHR1 ag: inactive; EPAC2 antagonist: 9%; TDP-43 yeast inh: 12%; FUS suppressor: -2%; EPAC1 antag: -2%; aSyn rescue: -8%

Results for COC(=O)C(NC(=O)CCC(=O)N[C@@H](C(=O)OC)c1ccccc1)c1ccccc1 (some centres not stated) ?
EPAC2 agonist: 1%; EPAC1 ag: 9%; PTHR1 ag: -5%; EPAC2 antagonist: 10%; TDP-43 yeast inh: 10%; FUS suppressor: -19%; EPAC1 antag: -3%; aSyn rescue: 0%

The listing picks up, repeating the two entries before the break.
How did O=C(O)c1ccc(NS(=O)(=O)c2ccc(N3CCCC3)c([N+](=O)[O-])c2)cc1 do in these assays?
EPAC2 agonist: 6%; EPAC1 ag: 3%; PTHR1 ag: inactive; EPAC2 antagonist: -6%; TDP-43 yeast inh: 13%; FUS suppressor: -17%; EPAC1 antag: -9%; aSyn rescue: -1%

How did COc1ccc(S(=O)(=O)NCC2CCCN(C(=O)C3CCCC3)C2)cc1 (configuration not stated) do in these assays?
EPAC2 agonist: 13%; EPAC1 ag: 5%; PTHR1 ag: -9%; EPAC2 antagonist: 3%; TDP-43 yeast inh: -3%; FUS suppressor: -19%; EPAC1 antag: -17%; aSyn rescue: 0%

How did CCOc1ccccc1NC(=O)C1CCN(C(=O)c2cccs2)CC1 do in these assays?
EPAC2 agonist: 4%; EPAC1 ag: 14%; PTHR1 ag: inactive; EPAC2 antagonist: 0%; TDP-43 yeast inh: 16%; FUS suppressor: 13%; EPAC1 antag: -4%; aSyn rescue: 8%

Results for COC(=O)C(Cc1ccc(O)cc1)NC(=O)C12CC3CC(CC(C3)C1)C2 (configuration not stated) ?
EPAC2 agonist: 6%; EPAC1 ag: -3%; PTHR1 ag: inactive; EPAC2 antagonist: -14%; TDP-43 yeast inh: 9%; FUS suppressor: -39%; EPAC1 antag: -6%; aSyn rescue: 3%

What do the screens show for `Cc1nn(C(=O)c2ccco2)c(C)c1Sc1ccc([N+](=O)[O-])cc1`?
EPAC2 agonist: 3%; EPAC1 ag: 1%; PTHR1 ag: -19%; EPAC2 antagonist: 6%; TDP-43 yeast inh: 2%; FUS suppressor: -12%; EPAC1 antag: 7%; aSyn rescue: 4%

Results for O=C(COC(=O)c1cccc(OC(F)F)c1)NCC1CCCO1 (configuration not stated) ?
EPAC2 agonist: 9%; EPAC1 ag: 3%; PTHR1 ag: -2%; EPAC2 antagonist: 2%; TDP-43 yeast inh: -4%; FUS suppressor: 8%; EPAC1 antag: -9%; aSyn rescue: -13%

Results for Cc1cccc(CSc2cn(CC(=O)N3CCOCC3)c3ccccc23)c1 ?
EPAC2 agonist: 12%; EPAC1 ag: 9%; PTHR1 ag: -7%&-37%; EPAC2 antagonist: -21%; TDP-43 yeast inh: inconclusive; FUS suppressor: inconclusive; EPAC1 antag: -16%; aSyn rescue: 14%

How did CN(C)C(=O)N1CCC(C(=O)NCc2ccccc2)CC1 do in these assays?
EPAC2 agonist: 2%; EPAC1 ag: 3%; PTHR1 ag: -39%[inhibitor][57.5 µM]; EPAC2 antagonist: 4%; TDP-43 yeast inh: -21%; FUS suppressor: 0%; EPAC1 antag: 11%; aSyn rescue: 0%

What do the screens show for `COc1c(C)cc(C(O)c2ncc(-c3ccccc3C)[nH]2)cc1C` (configuration not stated)?
EPAC2 agonist: 13%; EPAC1 ag: -11%; PTHR1 ag: -5%; EPAC2 antagonist: -15%; TDP-43 yeast inh: 11%; FUS suppressor: -18%; EPAC1 antag: -19%; aSyn rescue: -9%

How did CC1(c2ccc(Cl)cc2)NC(=O)N(CC(=O)NC2CCCCC2)C1=O (configuration not stated) do in these assays?
EPAC2 agonist: 9%; EPAC1 ag: 2%; PTHR1 ag: inactive; EPAC2 antagonist: -2%; TDP-43 yeast inh: -9%; FUS suppressor: 0%; EPAC1 antag: -11%; aSyn rescue: 8%

How did O=C(CSc1nncs1)Nc1ccc2c(c1)OCCO2 do in these assays?
EPAC2 agonist: 12%; EPAC1 ag: -6%; PTHR1 ag: -13%[57.5 µM]; EPAC2 antagonist: -7%; TDP-43 yeast inh: -3%; FUS suppressor: 2%; EPAC1 antag: -22%; aSyn rescue: -1%

Results for Cn1cnnc1SCC(=O)NCCC(c1ccccc1)c1ccccc1 ?
EPAC2 agonist: 0%; EPAC1 ag: -5%; PTHR1 ag: inactive; EPAC2 antagonist: 2%; TDP-43 yeast inh: 1%; FUS suppressor: -9%; EPAC1 antag: -10%; aSyn rescue: -10%

What do the screens show for `O=C(CNS(=O)(=O)c1cccs1)N1CCN(c2cccc(C(F)(F)F)c2)CC1`?
PTHR1 ag: -26%; TDP-43 yeast inh: 5%; FUS suppressor: 0%; aSyn rescue: -7%

Results for CC(Oc1cc2oc(=O)c3c(c2cc1Cl)CCC3)C(=O)NCc1ccccn1 (configuration not stated) ?
EPAC2 agonist: 3%; EPAC1 ag: 1%; PTHR1 ag: -25%; EPAC2 antagonist: 2%; TDP-43 yeast inh: 10%; FUS suppressor: 4%; EPAC1 antag: 2%; aSyn rescue: 7%

What do the screens show for `Cc1cc(NN)nc(NS(=O)(=O)c2ccccc2Cl)n1`?
EPAC2 agonist: 3%; EPAC1 ag: 18%; PTHR1 ag: -8%; EPAC2 antagonist: -14%; TDP-43 yeast inh: -9%; FUS suppressor: -22%; EPAC1 antag: 11%; aSyn rescue: 1%

Results for C[C@H](CO)N1C[C@H](C)[C@@H](CN(C)S(=O)(=O)c2cccc(F)c2)OCc2cn(nn2)CCCC1=O ?
EPAC2 agonist: 15%; EPAC1 ag: -13%; PTHR1 ag: -14%; EPAC2 antagonist: 0%; TDP-43 yeast inh: 23%; FUS suppressor: -23%; EPAC1 antag: 4%; aSyn rescue: -3%

Results for N#Cc1cn(Cc2ccncc2)c(=O)[nH]c1=O ?
EPAC2 agonist: 5%; EPAC1 ag: 10%; PTHR1 ag: -23%; EPAC2 antagonist: -6%; TDP-43 yeast inh: -21%; FUS suppressor: -3%; EPAC1 antag: 3%; aSyn rescue: -1%

This is a subset; rates above refer to the full screens.
